hcDAF12 agonist = activators of H. contortus DAF-12 nuclear receptor. HEK293 hcDAF-12 lit1-tk-luc reporter, luminescence; 0% DMSO, 100% Δ7-dafachronic acid. actives 1.4% (n = 370,000). activation, % at 6.8 µM. AID 652067;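 active = activation above the mean of all tested compounds plus 3 SD, cut at about 5.5% in these data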;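 note: 100% = response to 3 µM Δ7-dafachronic acid high control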
ADAM10 inh = inhibits human ADAM10; O14672; actives 0.62% (n = 370,000); recombinant ADAM10, EDANS/DABCYL FRET peptide cleavage, 3 h; inhibition, % at 7 µM;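 active = inhibition above a per-campaign cutoff equal to the mean of compounds falling between control-based bounds plus 3 SD, cut at about 20% in these data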;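 note: 0% = DMSO wells while the 100% control is not disclosed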
hgDAF12 agonist = agonists of H. glycines DAF-12 nuclear receptor; AID 687014; actives 1.8% (n = 370,000); activation, % at 6.8 µM; HEK293 GAL4-hgDAF12 UAS-luciferase reporter, agonist luminescence; normalized to butyrate control;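 active = activation above a cutoff set at the mean of all screened compounds plus 3 SD, cut at about 10% in these data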;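 note: 0% = DMSO wells and 100% = sodium butyrate wells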
sPLA2-III inh = Inhibits HGIII-sPLA2 liposome hydrolysis, primary screen; Q9NZ20; QFRET BODIPY PC-A2 liposome hydrolysis, fluorescence; inhibition, % at 12.2 µM; actives 0.56% (n = 370,000);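 active = inhibition above mean plus 3 SD of compounds lying within the high and low control bounds, cut at about 19% in these data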;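 note: 0% = median of test compound wells and 100% = no enzyme DMSO wells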
Target sequence (Q9NZ20 whole entry, looked up): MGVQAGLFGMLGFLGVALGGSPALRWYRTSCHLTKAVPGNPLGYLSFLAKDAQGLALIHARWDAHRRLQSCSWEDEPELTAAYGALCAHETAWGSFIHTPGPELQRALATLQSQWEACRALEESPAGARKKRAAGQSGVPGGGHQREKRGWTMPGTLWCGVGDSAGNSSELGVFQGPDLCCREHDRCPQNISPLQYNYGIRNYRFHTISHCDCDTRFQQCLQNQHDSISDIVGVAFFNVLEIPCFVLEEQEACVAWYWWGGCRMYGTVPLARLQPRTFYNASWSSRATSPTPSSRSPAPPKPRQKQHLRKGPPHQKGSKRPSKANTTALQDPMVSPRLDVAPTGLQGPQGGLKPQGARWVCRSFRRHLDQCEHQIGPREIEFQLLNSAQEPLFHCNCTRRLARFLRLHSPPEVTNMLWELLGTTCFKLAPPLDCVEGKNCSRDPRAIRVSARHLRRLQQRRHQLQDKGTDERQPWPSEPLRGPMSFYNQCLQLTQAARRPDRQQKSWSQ
NPR1 activator = GC-A (human) enzyme activation. P16066. HEK293 GC-A cells, cGMP TR-FRET, EC30 ANP; 0% at EC30 ANP, 100% saturating ANP. activation, % at 10 µM. actives 0.14% (n = 370,000); in the data active = activation above about 40%
FXN GAA850 act = increases GAA850 frataxin promoter reporter activity; HEK293 lucGAA850 FXN promoter luciferase reporter, 24 h; percent of 10 µM SAHA response; activation, % at 6 µM; actives 0.56% (n = 360,000);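 active = activation above the average of all compounds screened plus 3 SD, cutoff fixed separately per campaign, cut at about 7.5% in these data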;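 note: 0% = DMSO wells and 100% = 10 µM SAHA wells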
ssDAF-12 act = activators of S. stercoralis DAF-12 nuclear receptor; HEK293 ssDAF-12/GRIP1 lit1-tk-luc reporter, luminescence; % of 3 µM dafachronic acid response; activation, % at 6.8 µM; actives 1% (n = 370,000);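 active = activation above the mean over all tested compounds plus 3 SD, cut at about 0.9% in these data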;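 note: 0% = DMSO-only wells and 100% = 3 µM delta7-dafachronic acid wells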
NPR2 activator = GC-B (human) receptor activation; actives 0.11% (n = 370,000); P20594; HEK293-GC-B cells, CNP EC30, cGMP TR-FRET; 0% at EC30 CNP, 100% saturating CNP; activation, % at 10 µM; AID 1920062;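 active = activation at 10 µM reaching about 35% in either raw or pattern-adjusted values, limit read from the data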
SMARCA2 act = increases SMARCA2 function in MMTV reporter cells | MG213 cells, MMTV-luciferase reporter, dexamethasone, overnight | activation, % at 9.1 µM | actives 1% (n = 370,000); in the data active = activation above about 7.8%;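 note: 0% = vehicle wells and 100% = reference activator wells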
DAX1 inh-1 = inhibitors of human orphan nuclear receptor DAX1 (NR0B1); actives 0.99% (n = 340,000); HEK293 Gal4-DAX1 luciferase reporter, luminescence; inhibition, % at 6.75 µM; P51843; AID 504766;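 active = inhibition above the mean over all tested compounds plus 3 SD, cut at about 4.2% in these data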;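 note: 0% = DAX1-transfected cells with DMSO and 100% = empty-vector control cells with DMSO; inhibition shows as a rise in luminescence from relieved DAX1 repression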
Target sequence (P51843 207-470 limits assumed): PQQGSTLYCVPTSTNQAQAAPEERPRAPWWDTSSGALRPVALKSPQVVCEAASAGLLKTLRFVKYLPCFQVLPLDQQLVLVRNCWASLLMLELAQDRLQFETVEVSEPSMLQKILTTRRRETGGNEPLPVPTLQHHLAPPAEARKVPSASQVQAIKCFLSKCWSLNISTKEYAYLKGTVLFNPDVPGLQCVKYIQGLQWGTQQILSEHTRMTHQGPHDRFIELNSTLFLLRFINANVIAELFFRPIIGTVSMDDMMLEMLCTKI
DAX1 inh-2 = inhibitors of DAX1 repression of SF-1 activated StAR promoter | actives 1.1% (n = 370,000) | HEK293T StAR-luciferase reporter, SF-1/DAX-1 repression relief | AID 652010 | inhibition, % at 6.8 µM;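 active = inhibition above the mean over all tested compounds plus 3 SD, cut at about 3.6% in these data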;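 note: 0% = DAX-1 cells with DMSO and 100% = cells lacking DAX-1 with DMSO; higher inhibition means more luminescence from relief of DAX-1 repression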
Starred values were filed as active, the others as inactive; · = no result given; & = joins results of further samples.

The line under a structure holds: sPLA2-III inh	ADAM10 inh	ssDAF-12 act	NPR1 activator	DAX1 inh-2	SMARCA2 act	hcDAF12 agonist	hgDAF12 agonist	DAX1 inh-1	NPR2 activator	FXN GAA850 act
- COc1cc(-c2[nH]ncc2CN2CCN(c3cccc(C)n3)CC2)cc(OC)c1OC
  -6	3	-2.1	3	-1.2	-5	-1.5	-4.2	-1.4	-5	-0.6
- Cc1ccc(Nc2nc3ccccc3nc2Nc2c(C)n(C)n(-c3ccccc3)c2=O)cc1
  3	-5	0.2	-2	-0.3	-1	-0.5	-0.7	-0.3	-6	-0.3
- O=C(O)Cn1nnc(COc2ccccc2)n1
  1	-2	-0.7	0	0.1	1	-1.4	0.1	0.3	-1	-1.0
- Cc1ccc(C(=O)NC2CCC(C)CC2)s1 (centres undefined)
  3	-5	1.0*	0	14*	6	3.6	19*	0.8	3	2.5
- Cc1ccc(-c2nnnn2-c2ccc(C)cc2)cc1
  -5	3	-1.4	1	-0.2	-3	-0.8	0.3	1.5	-4	3.2
- Cc1ccc(NC(=O)CN2CCc3ccccc3C2)cc1S(=O)(=O)N(C)C
  -9	-2	-1.6	3	0.2	-3	-1.6	0.9	1.9	0	2.8
- O=C(CSc1nnc(CNC(=O)c2c(F)cccc2Cl)o1)c1ccccc1
  -33	12	-0.9	4	-0.4	5	-1.8	1.8	0.4	-8	-1.0
- CC(C)(C)c1nnc(NC(=O)C2c3ccccc3Oc3ccccc32)s1
  -15	9	-1.6	6	-0.1	-1	0.5	0.4	0.7	4	0.2
- O=C(CS(=O)CC(=O)NC12CC3CC(CC(C3)C1)C2)Nc1ccc(F)cc1 (centres undefined)
  -8	6	-1.0	2	0.3	1	-2.7	1.1	-0.5	2	-1.1
- O=C(CSc1nc2nn(-c3ccccc3)c(=O)c-2c2n1CCCCC2)Nc1ccc(F)cc1F
  4	-7	-0.9	-4	-0.4	-3	-2.5	2.5	-0.3	-3	0.0
- NC(=O)c1ccsc1NC(=O)c1nc(-c2ccccc2)n(-c2ccccc2)n1
  -7	-150	-1.5	-35	-1.1	-2	-3.9	-3.1	-1.8	-16	-5.7
- Cn1c(NNC(=O)c2ccc(C(C)(C)C)cc2)cc(=O)n(C)c1=O
  2	-7	-1.3	3	-0.5	0	-0.1	-1.3	1.2	1	0.4
- CCc1nnc(NC(=O)CCc2ccccc2OC)s1
  -3	-7	-1.3	6	0.1	-1	1.2	0.8	-0.9	1	2.8
- COC(=O)c1c(NC(=O)C(=O)NCCCN2CCOCC2)sc2c1CC(C)(C)OC2
  -1	-4	-0.7	5	0.1	-1	-2.3	-0.1	0.0	-2	2.4
- Cc1cc(C)c(S(=O)(=O)N(CC(=O)O)CC(=O)O)c(C)c1
  4	-5	-1.2	6	-0.1	-2	0.1	2.1	0.3	3	-1.7
- CN(C)S(=O)(=O)NCCNC(=O)c1cc(OCC(F)(F)F)ccc1OCC(F)(F)F
  11	-9	-0.9	1	0.4	-1	-0.3	-0.8	-0.8	4	0.1
- NC(=O)CSc1nnc(-c2ccco2)n1-c1ccccc1
  3	8	-1.4	0	0.1	1	-0.5	1.0	1.1	2	-1.2
- Cn1c(CCN2CCCCC2)nc2cc(NS(=O)(=O)c3ccccc3)ccc21
  -10	-19	-1.4	-4	-0.1	-2	-1.6	-6.3	-1.2	5	-0.2
- O=[N+]([O-])c1ccc(-[n+]2ccc3ccccc3c2)c([N+](=O)[O-])c1
  15	-8	-1.4	-4	-1.8	-6	0.0	-3.1	-3.8	3	-11
- c1ccc(-c2cn(C[C@H]3CC[C@@H]([C@@H]4CC[C@H](Cn5cc(-c6ccccc6)nn5)O4)O3)nn2)cc1
  5	-1	-1.4	-5	-0.1	-1	-0.9	-0.6	0.3	-4	-1.4
- CCOC(=O)c1c(C)[nH]c(C)c1S(=O)(=O)NCc1ccccc1OCC
  -2	5	-0.9	-7	0.1	4	-0.7	-0.6	0.9	-3	-3.2
- COc1cc(OC)cc(-c2nnc(SCC(=O)N(Cc3ccccc3)C(C)(C)C)o2)c1
  -10	14	-1.7	-2	-1.3	-4	-3.7	-2.9	-0.8	3	0.2
- COC(=O)c1ccc(C(=O)OC)c(NC(=O)CN2CCCCC2)c1
  1	-8	-1.2	2	-0.7	1	0.3	0.1	0.4	-2	0.3
- COc1ccc(CNC(=O)C(=O)NCc2cccnc2)cc1
  1	-8	-1.3	-3	0.0	1	3.5	2.6	-1.7	-2	1.2
- Cc1ccc(NC(=O)CCNC(=O)c2ccccc2)cc1F
  4	-2	0.1	1	0.1	-4	-0.7	0.4	-0.9	4	-0.6
- CN(Cc1nccs1)C(=O)C1CCC(=O)N(CCc2ccc(Cl)cc2)C1 (centres undefined)
  9	-7	-0.4	3	-0.1	-4	-0.1	1.1	0.0	-1	-1.0
- O=C(CCn1c(=O)oc2ccccc21)NCCN1CCc2ccccc2C1
  -3	-11	-0.7	-4	0.1	-3	4.0	1.0	-0.1	5	-2.6
- Cc1cc(C(=O)CSc2nnc(CCC(N)=O)n2C)c(C)n1C1CC1
  2	3	-0.4	3	0.5	0	-0.1	2.1	0.8	0	1.1
- NC(=O)CC(NC(=O)Cc1ccc(Br)cc1)c1ccc(N2CCN(c3ccccn3)CC2)c([N+](=O)[O-])c1 (centres undefined)
  -3	4	-1.2	-1	0.4	-1	-2.1	-1.6	-0.8	-2	-3.2
- C[C@H](NC(=O)C1CCN(S(=O)(=O)c2ccccc2)CC1)C(=O)NCc1ccc(F)cc1
  3	-5	-1.2	-1	-0.4	-3	-1.2	-0.5	0.2	-5	1.4

The listing continues:
The line under a structure holds: sPLA2-III inh	ADAM10 inh	ssDAF-12 act	NPR1 activator	DAX1 inh-2	SMARCA2 act	hcDAF12 agonist	hgDAF12 agonist	DAX1 inh-1	NPR2 activator	FXN GAA850 act
- C/C(=N\NC(=O)c1ccc(N(C)C)cc1)c1ccc(C)c(C)c1
  31*	14	-1.1	-1	0.0	2	1.4	5.5	1.0	-1	1.6
- CCOc1ccc(CCNC(=O)CCOc2cc(C)ccc2C)cc1OCC
  -6	-1	-1.2	-7	0.1	-2	0.8	1.1	-1.2	-1	1.6
- Cc1csc(=O)n1CC(=O)OCC(=O)Nc1ccc(F)c(F)c1
  -2	-1	0.4	5	-0.6	-2	0.6	-1.4	-0.1	6	0.2
- COc1cc(OC)nc(Nc2nc(C(N)COCc3ccccc3)cs2)n1 (centres undefined)
  15	-16	-1.0	-27	-0.2	-5	0.5	1.1	·	-14	7.6*
- N#Cc1ccsc1NC(=O)CSc1nncs1
  -1	-14	0.5	0	8.4*	6	9.4*	16*	1.4	0	3.3
- O=S(=O)(Nc1ccc(Cc2ccncc2)cc1)c1ccc(Br)s1
  -34	17	-1.4	5	-0.7	-4	-1.9	-1.2	-0.4	5	2.5
- Cc1ccc2cccc(Oc3ncnc4sc(C)c(C)c34)c2n1
  -2	3	-1.1	-8	-0.1	1	-0.7	-1.2	0.3	-7	0.3
- CC(C)CCN1CCC[C@]2(N[C@H](c3ccccc3)[C@@H]3C(=O)N(Cc4ccccc4)C(=O)[C@@H]32)C1=O
  -2	1	-1.3	0	-1.0	-5	-1.6	1.1	1.2	1	-2.9
- O=C(NCCCN1CCOCC1)c1ccc(CS(=O)(=O)Cc2ccccc2Cl)o1
  6	-9	-0.8	3	0.1	-1	-1.6	2.4	-0.9	5	-0.1
- COc1cccc(NC(=O)C(C)OC(=O)CCCNC(=O)c2ccc(Cl)cc2)c1 (centres undefined)
  -1	-2	-0.8	1	-0.2	-1	0.5	1.6	0.5	3	2.4
- O=C(COC(=O)/C=C/c1ccco1)NCCN1C(=O)CSC1=O
  -7	1	-1.3	1	0.1	1	-1.4	1.0	1.6	6	1.9
- O=C1c2ccccc2C(=O)N1CSc1nnc(Nc2ccccc2)s1
  4	-7	-0.8	-5	0.9	1	-0.8	-0.6	·	-3	1.5
- O=C(NCCc1ccc(Cl)cc1)c1cc(-c2ccccn2)nc2ccccc12
  0	-1	-0.9	-3	-0.7	0	-2.1	-4.0	0.3	1	0.4
- Cc1ccc(-c2noc(CCC(=O)N3CCN(c4cc(C)ccc4C)CC3)n2)cc1
  2	2	-1.1	2	0.0	4	1.4	4.4	0.6	-4	-1.8
- Oc1ccccc1CN1CCN(C(O)(c2ccccc2)c2ccccc2)CC1
  -5	4	-0.7	-44	0.1	-4	-1.9	1.9	1.2	-14	-0.9
- Cc1ccc(NS(=O)(=O)c2ccc3c(c2)CCC(=O)N3)cc1
  -2&0	-8&-11	-1.2&-1.0	-24&-17	-1.8&0.0	-4&0	-0.1&-1.4	-4.0&1.9	-0.3	-9&-9	1.8&1.6
- COc1ccc(C(=O)NC(=S)N(C)C2CCCCC2)cc1Br
  10	8	-0.7	0	0.0	-1	0.7	0.4	0.6	-3	0.3
- O=C(CCS(=O)(=O)c1cccs1)Nc1ccc(C(=O)NCc2ccccc2)cc1
  -4	-6	-0.6	-1	0.3	-4	-1.1	-1.6	0.7	0	-0.9
- COCCCNC(=S)NNC(=O)c1cc(-c2cccnc2)nc2ccccc12
  7	-4	-1.4	-3	-1.0	-1	0.2	-0.1	-0.8	4	0.8
- COC(=O)CCCCNC(=O)Nc1ccccc1
  -1	-2	-1.1	2	-0.6	-2	0.5	2.0	0.4	1	1.1
- CC(c1ccccc1)C1CC(=O)N(c2cc(Cl)ccn2)C1=O (centres undefined)
  6	1	-1.4	-1	-0.6	-3	-2.1	-1.4	0.8	-1	0.9
- CN1CCN(NC(=S)NC2CCCCC2)CC1
  6	-4	-1.5	-1	0.0	-2	-1.1	0.1	0.3	4	1.4
- CCc1ccccc1N=Nc1c(N)[nH]n(-c2ccccc2)c1=O
  12	9	-1.0	0	1.7	10*	1.5	11*	·	3	·
- NC(=O)Cn1nnc(-c2ccc(CN3CCCCC3)cc2)n1
  3	0	-0.5	1	-0.4	4	-0.1	1.6	0.2	3	1.0
- Cc1cc(C(C)(C)C)oc1C(=O)N(CC(=O)NC1CCCC1)Cc1ccccc1
  6	-3	-1.3	-5	0.6	-2	0.1	2.1	-0.2	-1	1.8
- O=C(NCCCN1CCCC1=O)c1cccc(S(=O)(=O)NCc2ccccc2)c1
  0	-6	-1.2	2	-1.1	-2	-1.2	-1.1	1.3	2	2.7
- CCOC(=O)N1CCN(C(=O)CSc2nnc(-c3c[nH]c4ccccc34)n2CCOC)CC1
  -1	8	-1.2	-1	-1.1	0	-1.6	-1.9	-0.5	-1	-3.6
- CCc1cccc(C)c1NC(=O)CSc1nc(C)c(C)o1
  0	-4	-0.5	-3	-1.1	-2	-0.1	1.1	0.7	3	1.6
- Clc1ccc(CSc2ccc(-c3ccccn3)nn2)cc1
  6	0	-0.7	0	0.7	1	3.9	5.1	2.1	-1	2.3
- COc1ccccc1NC(=O)c1ccc(NS(=O)(=O)c2cccc3cccnc23)cc1
  -35	1	-0.5	-41	-0.5	1	-3.4	-3.6	-1.6	-19	8.6*
- CC1=C(C(=O)OCCOc2ccccc2)C(c2ccc(C)o2)C2=C(CC(C)(C)CC2=O)N1 (centres undefined)
  -14	-19	-1.4	-1	-0.6	-3	-1.8	-1.6	-1.7	-6	-1.0
